From PubChem BioAssay
p47phox inh = blocks human p47phox regulatory protein of NADPH oxidases; P14598; AID 1274; inhibition, % at 24.7 µM; 0.53% of 220,000 active; p47phox/p22phox peptide binding, fluorescence polarization, 2 h;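 active = inhibition above about 30%, limit read from the data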;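 also: 0% = p47phox with labelled peptide and 100% = labelled peptide alone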
PPC-1+TRAIL kill = PPC-1 cancer cell killing with TRAIL present; PPC-1 cells + TRAIL, ATPLite viability luminescence; cell killing (% activity), % at 4 µM; 0.41% of 220,000 active;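 active = cell killing above 50% in the first pass at 4 µM, then a duplicate retest at 5 µM averaging 50% or more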;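 also: plate controls were cells with TRAIL plus DMSO for no effect and medium-only wells lacking cells for full effect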
Mdm2 ligase inh = Mdm2 E3 ligase (human) inhibition. cell-based MDM2 ubiquitination luciferase reporter, 2 h; 0 = plate control, 100 = twice control, blank-subtracted. signal enhancement, % at 5 µM. 0.11% of 210,000 active. AID 1230;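 active = signal enhancement of 30% or more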;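 also: luminescence tracks abundance of the self-degrading MDM2-luciferase fusion protein; higher signal means inhibition of MDM2 E3 ligase activity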
Target sequence (Q00987 whole entry, looked up, the tested form may be a part): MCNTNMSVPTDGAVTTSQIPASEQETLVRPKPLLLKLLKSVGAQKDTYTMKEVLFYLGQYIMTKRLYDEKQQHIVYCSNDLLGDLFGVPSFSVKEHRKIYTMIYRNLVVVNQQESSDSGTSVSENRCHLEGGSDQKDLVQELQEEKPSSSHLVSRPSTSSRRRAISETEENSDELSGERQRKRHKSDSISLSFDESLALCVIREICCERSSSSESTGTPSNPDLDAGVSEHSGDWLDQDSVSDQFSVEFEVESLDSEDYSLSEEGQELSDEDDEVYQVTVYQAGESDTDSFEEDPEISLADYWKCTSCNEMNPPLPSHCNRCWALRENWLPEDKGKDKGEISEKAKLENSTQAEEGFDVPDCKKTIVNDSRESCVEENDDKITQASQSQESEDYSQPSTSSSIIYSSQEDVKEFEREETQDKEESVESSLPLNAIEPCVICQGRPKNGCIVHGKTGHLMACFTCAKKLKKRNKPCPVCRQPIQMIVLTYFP
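Assay system: stable mammalian line carrying autodegrading MDM2–luciferase fusion reporter; Input: 2000 cells in each well; Compound dosing: single-point 5 µM; Schedule: 2 h compound exposure at 37 °C; Signal: SteadyLite luciferase luminescence after 15 min room-temperature reagent incubation; Evaluation: % luminescence enhancement versus blank-corrected plate control mean; Benchmarks: plate controls and plate blanks.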
EBV gp42 inh = inhibitors of Epstein-Barr virus glycoprotein 42 | AID 1085 | inhibition, % (tested at 21.74 µM) | Q1HVG2 | Fluorescence polarization binding assay, mP read-out | 0.42% of 220,000 active; in the data active = inhibition above about 50%
TNF necrop inh = blocks TNF-alpha induced death of Jurkat FADD-/- cells | Jurkat FADD-/- TNF necroptosis rescue, ATP luminescence, 24 h; 0 = TNF only, 100 = no-TNF cells | 0.068% of 220,000 active | activation (protection from cell death), % at 10 µM | AID 463075;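 active = activation, meaning protection from cell death, of at least 50% relative to plate controls; inactive = activation below 50%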;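 also: necroptosis triggered by 40 ng/mL TNF-alpha added together with compound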
TRPML3 agonist = human mucolipin-3 channel agonism; activation, % at 3 µM; HEK293 TRPML3-YFP, Fluo-8 calcium fluorescence; 100% = the carbachol control signal; 0.29% of 220,000 active;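 active = activation above its plate's cutoff, the mean activation of the plate's test wells plus 3 SD, cut at about 12% in these data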;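 also: 0% = DMSO only wells and 100% = carbachol wells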
Target sequence (Q8TDD5 whole entry, looked up): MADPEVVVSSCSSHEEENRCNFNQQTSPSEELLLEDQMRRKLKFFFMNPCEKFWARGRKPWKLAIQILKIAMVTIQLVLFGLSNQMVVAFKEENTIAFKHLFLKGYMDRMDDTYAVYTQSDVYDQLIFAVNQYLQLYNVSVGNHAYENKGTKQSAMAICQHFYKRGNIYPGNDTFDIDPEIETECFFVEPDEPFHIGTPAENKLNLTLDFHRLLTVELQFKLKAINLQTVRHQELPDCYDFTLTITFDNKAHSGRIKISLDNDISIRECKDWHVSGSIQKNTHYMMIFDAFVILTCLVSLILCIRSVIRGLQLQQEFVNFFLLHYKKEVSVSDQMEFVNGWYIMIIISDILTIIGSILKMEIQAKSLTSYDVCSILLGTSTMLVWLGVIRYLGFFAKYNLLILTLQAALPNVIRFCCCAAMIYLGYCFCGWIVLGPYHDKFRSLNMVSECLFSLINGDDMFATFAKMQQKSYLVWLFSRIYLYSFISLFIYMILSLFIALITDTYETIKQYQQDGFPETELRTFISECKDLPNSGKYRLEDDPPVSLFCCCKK
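Test system: HEK293 cells stably carrying human TRPML3-YFP; Doses: single dose, 3 µM final nominal compound, 0.3% DMSO final; Schedule: dye loading 1 h 37 °C then 30 min ambient, 125 s read; Technique: Fluo-8 calcium fluorescence; Benchmarks: high control carbachol 87 µM, low control DMSO.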
Runt-SMMHC FRET = inhibitors of human RUNX1 Runt domain binding to CBFb-SMMHC. Q01196+Q13951. inhibition, % at 20 µM. Cerulean-Runt/Venus-CBFb-SMMHC FRET ratio 530/480, 1 h. AID 1434. 0.74% of 220,000 active;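 active = mean inhibition across duplicate retests at 20 µM reaching about 50%, limit read from the data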;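 also: 0% = DMSO wells and 100% = wells with excess untagged CBFb-SMMHC; inhibitors lower the FRET ratio by blocking Runt binding to CBFb-SMMHC; some results filed as inactive read as strong as hits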
CHOP inhibitor = blocks CHOP induction under ER stress. 3.8% of 220,000 active. CHO-K1 CHOP-promoter luciferase, tunicamycin-induced, 15-18 h. inhibition, % at 10 µM;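 active = compounds that reduced the stress-induced luciferase reporter signal by more than about 70% of percent inhibition, limit read from the data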;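 also: 0% = tunicamycin plus vehicle and 100% = wells without tunicamycin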
TRPN1 ag = activates the zebrafish TRPN1 channel | HEK293 zebrafish TRPN1-YFP, Fluo-8 calcium fluorescence; 100% = response to 87 µM carbachol | activation, % at 3 µM | 0.18% of 220,000 active | AID 1424;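 active = activation above its plate's cutoff, the mean activation of test wells on that plate plus 3 SD, cut at about 19% in these data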;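 also: 0% = DMSO alone and 100% = 87 µM carbachol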
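Assay system: Zebrafish TRPN1-YFP in HEK293 cells | Incubation: Dye loading 1 h at 37 °C, then 30 min room temperature | Measured by: Kinetic Fluo-8 fluorescence, ex 470-495, em 515-575 nm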
* = called active by the depositor; . = no result given.

SMILES	p47phox inh	PPC-1+TRAIL kill	Mdm2 ligase inh	EBV gp42 inh	TNF necrop inh	TRPML3 agonist	Runt-SMMHC FRET	CHOP inhibitor	TRPN1 ag
CCn1c(CCCNC(=O)c2cccs2)nc2ccccc21	-8	-1	-10	-22	0.4	-0.3	0	2	0.5
O=C(CO/N=C/c1ccccc1OC(F)F)NC1CCCC1	-10	24	-12	-20	-0.3	0.1	0	2	-0.8
Cc1cccc(-n2cnc3cc([N+](=O)[O-])ccc32)c1	-7	0	6	7	2.3	-0.3	-7	8	-0.6
COc1cc2c(cc1OC)CN(c1ccc([N+](=O)[O-])cc1Cl)CC2	-12	6	-9	1	0.1	0.2	3	27	-0.1
CCOC(=O)C1=C(O)/C(=C/c2ccc(OCC(=O)O)c(OCC)c2)SC1=Nc1ccccc1	-47	7	-5	9	-0.5	0.7	-27	17	1.1
CCCCc1cc(=O)oc2cc(OCc3nn[nH]n3)c(Cl)cc12	17	20	-13	-1	-1.8	-0.6	1	-6	-0.8
O=C(O)c1ccccc1-c1nc(-c2ccccc2)c(-c2ccccc2)[nH]1	-13	7	3	-3	0.2	0.7	4	1	-0.2
O=C(C1=C[C@H](c2ccc(Br)cc2)C[C@H](OCCCCO)O1)N1CCN(Cc2ccccc2)CC1	.	9	.	-5	0.6	0.0	-4	3	1.4
Cc1cc(C)n2nc(SCC(=O)N(C(C)C)C(C)C)nc2n1	-7	8	-5	-13	-0.9	1.3	0	13	1.8
COCC(C)n1c(C)cc(C(=O)CSc2cc(C)c3ccccc3n2)c1C (centres undefined)	-51	18	-17	-15	2.1	-0.1	4	52	-1.4
COc1ccc2c(c1)C(SCC(=O)NCCc1ccc(Cl)cc1)CC(C)(C)O2 (centres undefined)	-1	-13	.	0	2.2	-0.6	-1	48	-2.1
CC(C)CCn1cnc2c([nH]c3cccc(Cl)c32)c1=O	-22	12	-23	-20	2.1	0.8	4	-3	3.0
CCO[C@@H]1OC(C(=O)NC2CC2)=C[C@H](C)[C@H]1CCCO	2	-2	-13	2	0.9	.	3	1	.
C/C(=N\NC(=O)c1cccnc1)c1cc2ccccc2o1	8	24	-11	-14	1.4	0.0	-2	9	-0.1
CCOc1cc(/C=N/NC(=O)COc2ccc(C)cc2)ccc1OC(=O)c1cccs1	-12	4	1	-9	-0.4	-0.4	2	34	0.3
COc1cc2c(=O)n(CCCC(=O)NCC3CCCO3)c(=O)n(CC(=O)c3ccc(F)cc3)c2cc1OC (centres undefined)	-31	15	5	4	1.9	0.8	2	-19	0.3
CCCN1CCN(CCCNC(=O)c2cc3c(=O)[nH]c4ccccc4c3s2)CC1	-1	19	.	3	-0.7	0.3	2	9	0.4
COC(=O)[C@H](CC(C)C)NC(=O)N1CCC(C)CC1	-5	8	-1	-4	-0.5	0.2	2	3	-0.1
Cc1ccc(-c2cc(Cc3ccc(N(C)C)cc3)c(=O)[nH]n2)cc1	-18	10	-1	-1	1.4	-0.1	1	70	-2.5
COC(=O)N1[C@H](Cc2ccccc2)C=C[C@]1(C)C(=O)NCc1ccccn1	-3	15	.	-8	0.5	0.0	2	-2	-0.5
Cn1c2ccccc2c(=O)c2c(=O)n(Cc3ccco3)c(-c3ccc(C(C)(C)C)cc3)nc21	7	12	-3	-15	-4.2	0.5	4	89*	1.1
Cc1cc(C)n2nc(C(=O)NCc3ccccc3)nc2n1	-7	-6	8	-5	0.0	0.8	2	-3	-1.1
O=C(CCSc1ccccc1)Nc1ccccc1Br	-13	2	-16	-6	7.1	-1.5	-1	1	-3.0
O=C(C1=C(O)C(=O)N(CCc2ccccc2)C1c1cccnc1)c1ccco1 (centres undefined)	-9	16	-8	0	1.1	-0.3	-4	21	1.7
Nc1nnc(N)c2ccccc12	2	0	-9	-16	1.6	0.7	-2	27	0.6
Cc1[nH]c(=S)sc1Cc1ccc(Cl)c(Cl)c1	-8	19	10	4	0.2	0.2	33	41	-0.1
O=C(NC(Cc1c[nH]c2ccccc12)C(=O)N1CCOCC1)c1cccs1 (centres undefined)	-8	10	-4	-6	0.1	0.8	-5	2	0.8
Cc1nn(-c2ccccc2)c(Cl)c1/C=N/NC(=O)c1cccnc1	1	18	3	-9	-1.1	0.5	-3	6	1.7
Cn1c(C(C(=O)NCC2CCCO2)N(CCc2ccccc2)C(=O)Cn2nnc3ccccc32)nc2ccccc21 (centres undefined)	-8	6	-5	-9	-2.6	0.1	4	-6	-0.9
Cc1cc(C)c(C)c(S(=O)(=O)NNC(=O)c2cccc(S(=O)(=O)N3CCOCC3)c2)c1C	0	9	6	2	1.5	0.1	1	19	-0.9

In the list so far, these contain a COOH group.
SMILES	p47phox inh	PPC-1+TRAIL kill	Mdm2 ligase inh	EBV gp42 inh	TNF necrop inh	TRPML3 agonist	Runt-SMMHC FRET	CHOP inhibitor	TRPN1 ag
CCOC(=O)C1=C(O)/C(=C/c2ccc(OCC(=O)O)c(OCC)c2)SC1=Nc1ccccc1	-47	7	-5	9	-0.5	0.7	-27	17	1.1
O=C(O)c1ccccc1-c1nc(-c2ccccc2)c(-c2ccccc2)[nH]1	-13	7	3	-3	0.2	0.7	4	1	-0.2

Exported bar-delimited: entries from further up
Molecule | p47phox inh | PPC-1+TRAIL kill | Mdm2 ligase inh | EBV gp42 inh | TNF necrop inh | TRPML3 agonist | Runt-SMMHC FRET | CHOP inhibitor | TRPN1 ag
Cn1c2ccccc2c(=O)c2c(=O)n(Cc3ccco3)c(-c3ccc(C(C)(C)C)cc3)nc21 | 7 | 12 | -3 | -15 | -4.2 | 0.5 | 4 | 89* | 1.1
O=C(NC(Cc1c[nH]c2ccccc12)C(=O)N1CCOCC1)c1cccs1 (centres undefined) | -8 | 10 | -4 | -6 | 0.1 | 0.8 | -5 | 2 | 0.8

Next structures:
SMILES	p47phox inh	PPC-1+TRAIL kill	Mdm2 ligase inh	EBV gp42 inh	TNF necrop inh	TRPML3 agonist	Runt-SMMHC FRET	CHOP inhibitor	TRPN1 ag
CC1(CCc2ccccc2)NC(=O)N(CC(=O)N2CC(=O)Nc3ccccc32)C1=O (centres undefined)	2	19	-13	-12	1.4	0.7	-1	-13	0.9
CCC(=O)NC(=S)Nc1ccc(NC(=O)c2ccco2)cc1	-5	1	-11	0	0.4	0.8	-3	-38	2.2
CC1(C)CC(=O)C(C=NCCc2ccc(S(N)(=O)=O)cc2)=C(O)C1	-1	2	2	-13	-0.2	0.3	-2	35	0.9
COc1cc(C(=O)NCC(=O)N/N=C/c2ccccn2)cc(OC)c1OC	-8	14	7	0	-0.4	1.2	5	18	0.6
Cc1ccc2sc(C)[n+](CCCS(=O)(=O)[O-])c2c1	-16	13	-14	-4	0.3	0.8	36	4	0.0
CCCCn1nnc(NC(=O)CC23CC4CC(CC(C4)C2)C3)n1	0	-17	9	-18	2.6	0.4	-1	47	0.6
Cc1cc(C)c(S(=O)(=O)c2c(C)cccc2C)c(OCC(C)C)n1	-12	12	-12	-20	-3.2	12*	-3	74*	0.4
Cc1ccc(NC(=O)CS(=O)CC(=O)N(C2CCCC2)C(C)C(=O)NC2CCCCC2)cc1 (centres undefined)	-9	27	-19	-31	-3.5	-0.2	-10	41	-0.9
Cc1cccc(NC(=O)CSc2nnc(CCC(=O)Nc3ccc(C)c(Cl)c3)n2C)c1	-7	-19	4	1	-2.4	0.1	2	37	-0.2
Cc1cc(O)c(C=Nc2ccc(Cl)cn2)c(=O)o1	9	3	-16	-2	-1.2	-0.1	-8	9	-1.0
COC(=O)c1nn(-c2ccccc2)c(Sc2ccc(OC)cc2)c1/C=N/O	-5	-4	-10	-11	-2.7	-1.2	-2	29	-1.9
CC(C)c1ccc(NC(=O)COC(=O)c2c[nH]c(=O)[nH]c2=O)cc1	-5	18	-14	-7	1.2	1.1	1	-15	-0.2
CS(=O)(=O)Nc1ccc(S(=O)(=O)Nc2nccs2)cc1	-11	17	-9	-10	-0.7	-0.6	1	5	-0.7
COc1ccc(C(=O)COC(=O)c2cccnc2Cl)c(OC)c1	-13	9	1	6	-0.3	0.6	-6	2	-1.0
Oc1oc(-c2ccccc2Br)nc1/C=N/c1ccccn1	-6	4	5	16	-0.3	0.8	-1	-6	1.4
O=C(CSc1nnc(-c2ccncc2)n1-c1ccc(Cl)cc1)N1CCOCC1	-8	0	1	0	-4.0	0.6	3	2	0.7
Cc1ccc(S(=O)(=O)N(CC#N)CC#N)cc1	-2	10	1	-9	-0.5	0.4	3	7	-1.2
CN1CCN(/C=N/c2c(C#N)cnn2Cc2ccccc2)CC1	-14	12	10	-17	1.8	0.7	-2	19	0.6
O=C(NC1CCCCCC1)c1c2c(nc3ccccc13)CCN(Cc1ccccc1)C2	-9	6	-15	-27	-0.2	0.1	0	27	1.7
O=C(CN1CCc2ccccc21)NC(=O)NCc1ccco1	0	2	-10	1	1.2	1.0	-6	-2	0.2
CCOC(=O)c1cc(N)cc([N+](=O)[O-])c1	-5	11	9	-16	-0.9	0.2	-1	7	-1.7
CCOC(=O)CSCC(=O)N1N=C(c2cccs2)CC1c1ccc(F)cc1 (centres undefined)	-3	10	-16	-19	1.0	-1.2	-3	10	-0.6
Cc1[nH]c(=S)c(C#N)c(C)c1Cc1ccc(Cl)cc1Cl	-10	10	-11	-9	-0.2	0.8	5	-16	0.1
CN(C)C(=O)C(=O)c1cccn1-c1cccc(Cl)c1C#N	2	-5	-9	-2	-0.7	-0.2	0	5	-0.3
CCO[C@H]1OC(C(N)=O)=C[C@@H](C2CCCCC2)[C@@H]1CCCO	.	13	.	-7	-0.2	1.0	-1	4	0.1
CC(=O)Nc1cc2ccccc2oc1=O	-14	-4	-4	-14	0.5	1.5	2	9	0.4
CCCOc1ccc(CC(=O)NCC2(c3ccccc3)CCOCC2)cc1OC	-5	30	-14	-11	-0.3	-0.8	2	15	-1.5
Cc1ccc(S(=O)(=O)NC(Cc2ccccc2)C(=O)O)cc1 (centres undefined)	17	4	-14	0	1.7	1.1	-3	-5	0.2
O=C(Nc1cccc(Cl)c1)N1CCN(c2ncccn2)CC1	0	15	-3	-8	1.7	0.7	-3	4	0.5
NC(=S)c1cc2ccc(O)cc2oc1=O	-51	14	-21	2	-5.1	1.0	82*	-3	2.0
COCCCNC(=O)CS(=O)Cc1nc(-c2ccccc2C)oc1C (centres undefined)	-16	11	-5	-7	-0.2	-0.1	-4	-2	0.7
O=C(CN(c1ccccc1)S(=O)(=O)c1ccccc1)N1CCN(Cc2ccc3c(c2)OCO3)CC1	-12	-10	-10	-14	-0.5	0.9	-3	0	1.3
Cc1cc(NC(=O)C2CCCCC2)ccc1NC(=O)c1ccccc1Cl	-4	0	-4	-6	4.8	0.0	-5	16	1.4
CCN(CC)CCOC(=O)c1ccc(N/C=C(/C#N)c2nc(-c3cccc(OC)c3)cs2)cc1	-8	3	-13	-126	-20	0.5	-15	105*	0.8
Cc1cc(C)n(-c2ccc(Oc3ccccc3)c(S(=O)(=O)O)c2)n1	-8	6	-13	-10	0.1	0.7	-1	4	0.0
c1csc(-c2nnc(Cc3cccc4ccccc34)o2)c1	-19	14	-7	-1	-3.4	-0.5	3	-3	-0.2
